PfHsp90 yeast 2 = inhibits growth of yeast expressing Plasmodium falciparum Hsp90 | S. cerevisiae expressing PfHsp90, BacTiter-Glo ATP, 48 h; yeast lacking PDR1 and PDR3 efflux regulators | inhibition, % at 9.4 µM | actives 0.32% (n = 310,000) | AID 504621;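 active = every replicate shows inhibition above about 80%, whatever the replicate mean, limit read from the data; inconclusive = mean inhibition reaches the set limit but some replicate falls short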;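 note: 0% = DMSO neutral controls and 100% = 20 µM radicicol positive controls; yeast relying on Plasmodium falciparum Hsp90 in place of its own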
E coli growth = reduces bacterial viability in AddAB counter-screen; actives 0.27% (n = 330,000); inhibition, % at 11.9 µM; E. coli V3065 growth, OD600 absorbance, 18 h;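 active = inhibition above the campaign's mean inhibition across all tested compounds plus 3 SD, cut at about 9.9% in these data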;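 note: uninfected addAB+ strain grown without phage in ampicillin broth; 0% = DMSO wells and 100% = ciprofloxacin 0.95 µg/ml wells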
AddAB inh = less growth of phage-infected E. coli with AddAB. E. coli expressing H. pylori AddAB, absorbance growth. inhibition, % at 11.9 µM. actives 0.29% (n = 330,000); in the data active = inhibition above about 12%;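 note: 0% = vehicle wells of infected cells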
Tat transport = blocks Tat-dependent protein export in E. coli. E. coli MC4100 TorA-mCherry Tat export, fluorescence. inhibition, % at 10 µM. actives 0.036% (n = 340,000);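 active = mean replicate inhibition at least 50% and at least half of replicates individually reaching 50%; inconclusive = only one of the two criteria met; inactive = neither criterion met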;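 note: exported cargo escapes ClpAP degradation while cytoplasmic cargo is degraded and loses fluorescence; 0% = median of neutral control wells and 100% = median of NaSCN control wells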
MOR-DOR inv ag = inverse agonist of human OPRM1-OPRD1 heterodimerization. P35372+P41143. cell-based MOR-DOR heterodimer luminescence, inverse agonism. inhibition, % at 9.3 µM. actives 0.21% (n = 340,000). AID 504357; in the data active = inhibition above about 22%, passing the limit was not always enough;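 note: 0% = cells with DMSO and 100% = wells without cells with DMSO; values of inactives mirror those of a sister screen read the other way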
PKA-R1A activ = activators of PKA-R1A complex; PKA-R1A dissociation, Cy5-IP20 fluorescence polarization; scaled: DMSO 0%, 113 µM cGMP 100%; actives 0.083% (n = 340,000); activation, % at 11.4 µM; P00514+P68181;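 active = percent activation above the mean of all tested compounds plus 3 SD, cut at about 19% in these data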;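 note: higher means more PKAc released from R1A so a rise in polarization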
PKA-R2B act = PKA-R2B complex activation; PKA-R2B holoenzyme dissociation, Cy5-IP20 fluorescence polarization; R2B truncated from residue 108, S112A mutant; 0% DMSO only, 100% 113 µM cGMP; activation, % at 11.4 µM; actives 0.079% (n = 340,000);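 active = activation above a cutoff set at the mean over all compounds plus 3 SD, cut at about 18% in these data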;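 note: higher means more holoenzyme dissociation and a rise in polarization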
Target sequence (P31323 whole entry, looked up, other chains not shown, the tested form may be a part): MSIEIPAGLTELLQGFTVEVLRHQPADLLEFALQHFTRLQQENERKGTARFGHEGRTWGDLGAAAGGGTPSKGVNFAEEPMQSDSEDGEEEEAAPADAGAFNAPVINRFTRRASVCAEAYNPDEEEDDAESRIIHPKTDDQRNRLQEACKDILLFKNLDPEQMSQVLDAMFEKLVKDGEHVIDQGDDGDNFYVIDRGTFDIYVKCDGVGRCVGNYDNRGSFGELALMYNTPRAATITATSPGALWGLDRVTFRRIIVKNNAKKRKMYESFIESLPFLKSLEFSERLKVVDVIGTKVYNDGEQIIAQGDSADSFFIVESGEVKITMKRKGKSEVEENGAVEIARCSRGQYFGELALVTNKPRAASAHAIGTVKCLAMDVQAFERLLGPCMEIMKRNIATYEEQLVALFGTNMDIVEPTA
OPRM1-OPRD1 ag = OPRM1-OPRD1 heterodimerization agonism; P35372+P41143; cells, luminescence; activation, % at 9.3 µM; actives 0.3% (n = 340,000); in the data active = activation above about 18%;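 note: 0% = vehicle-treated cells and 100% = reference agonist; values of inactives mirror those of a sister screen read the other way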
HTR5A inv ctr = inverse agonist of human HTR5A in OPRM1-OPRD1 counter-screen. HTR5A cell line, luminescence, inverse agonism. inhibition, % at 9.3 µM. actives 0.083% (n = 340,000). AID 504634; in the data active = inhibition mostly above about 23%, no sharp cut-off; inactive = mostly below about 18%;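 note: 0% = cells with DMSO and 100% = no-cell wells with DMSO; some compounds called inactive have numbers as strong as hits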
Target sequence (P47898 whole entry, looked up): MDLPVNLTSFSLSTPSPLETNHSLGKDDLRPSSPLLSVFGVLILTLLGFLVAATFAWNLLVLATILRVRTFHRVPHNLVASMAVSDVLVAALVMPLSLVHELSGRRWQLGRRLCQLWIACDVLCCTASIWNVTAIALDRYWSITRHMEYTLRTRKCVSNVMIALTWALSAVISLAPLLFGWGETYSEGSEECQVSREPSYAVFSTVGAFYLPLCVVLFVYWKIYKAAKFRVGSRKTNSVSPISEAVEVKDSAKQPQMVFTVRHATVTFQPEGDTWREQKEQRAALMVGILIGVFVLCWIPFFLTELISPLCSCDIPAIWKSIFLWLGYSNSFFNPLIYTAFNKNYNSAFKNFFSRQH
Mot1-301 SUMO = blocks SUMOylation pathway, rescuing yeast Mot1-301 growth. actives 1% (n = 320,000). S. cerevisiae Mot1-301 growth rescue, ATP luminescence, 38.5C; percent above DMSO median, 100 means doubled. growth rescue, % at 18.8 µM;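 active = every valid replicate shows activation above 250% relative to neutral control wells; inactive = the rest, any valid replicate at or below 250%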;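 note: OY570 slx delta 5 strain wells were the positive control but not used for scaling; some compounds called inactive have numbers as strong as hits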
phage Ecoli inh = E. coli growth loss with phage present. growth absorbance. inhibition, % at 11.9 µM. actives 0.26% (n = 360,000). AID 651602; in the data active = inhibition above about 11%
* marks the source's active call; other numbers are inactive results.

What do the screens show for `Cc1ccc(S(=O)(=O)N2CCC(C(=O)OC(C)C(=O)NC3CCCCC3C)CC2)cc1` (centres undefined)?
PfHsp90 yeast 2: -19; E coli growth: 1.4; AddAB inh: 0.8; Tat transport: 13; MOR-DOR inv ag: -4; PKA-R1A activ: -8; PKA-R2B act: -2; OPRM1-OPRD1 ag: 1.1; HTR5A inv ctr: 0; Mot1-301 SUMO: -29; phage Ecoli inh: 0.5

What do the screens show for `CC(NC(=O)NC1CCCCC1)C(c1cccs1)N1CCN(c2ccccc2)CC1` (centres undefined)?
PfHsp90 yeast 2: -15; E coli growth: 1.0; AddAB inh: -2.2; Tat transport: 8; MOR-DOR inv ag: 4; PKA-R1A activ: -11; PKA-R2B act: 4; OPRM1-OPRD1 ag: -0.6; HTR5A inv ctr: -1; Mot1-301 SUMO: 100; phage Ecoli inh: 0.5

How did COc1cccc(N/C=C/c2onc(C)c2[N+](=O)[O-])c1 do in these assays?
PfHsp90 yeast 2: 14; E coli growth: -1.9; AddAB inh: 3.2; Tat transport: 0; MOR-DOR inv ag: 2; PKA-R1A activ: -1; PKA-R2B act: 2; OPRM1-OPRD1 ag: -0.3; HTR5A inv ctr: 8; Mot1-301 SUMO: 99; phage Ecoli inh: 4.2

What do the screens show for `COc1ccc(-n2c(=O)cc(N3CCN(c4ccccc4OC)CC3)[nH]c2=O)cc1`?
PfHsp90 yeast 2: -12; E coli growth: 0.0; AddAB inh: 1.4; Tat transport: 3; MOR-DOR inv ag: 2; PKA-R1A activ: 0; PKA-R2B act: 14; OPRM1-OPRD1 ag: -0.3; HTR5A inv ctr: -6; Mot1-301 SUMO: 617; phage Ecoli inh: 2.4

What do the screens show for `CC(C)(C)c1cc(NCc2ccccn2)n2ncc(-c3ccc(Cl)cc3)c2n1`?
PfHsp90 yeast 2: -20; E coli growth: 2.6; AddAB inh: 5.9; Tat transport: -17; MOR-DOR inv ag: -1; PKA-R1A activ: 3; PKA-R2B act: -6; OPRM1-OPRD1 ag: 0.1; HTR5A inv ctr: -4; Mot1-301 SUMO: -15; phage Ecoli inh: 1.6

What do the screens show for `CCOC(=O)C1CCN(C(=O)c2cccc(NC3=NC4CS(=O)(=O)CC4S3)c2)CC1` (centres undefined)?
PfHsp90 yeast 2: 20; E coli growth: 2.0; AddAB inh: -1.6; Tat transport: -7; MOR-DOR inv ag: -8; PKA-R1A activ: 1; PKA-R2B act: -2; OPRM1-OPRD1 ag: 1.4; HTR5A inv ctr: -7; Mot1-301 SUMO: -7; phage Ecoli inh: -0.7

What do the screens show for `Cc1ccc(N(CC(=O)NCc2ccco2)C(=O)CCC(=O)Nc2nccs2)c(C)c1`?
PfHsp90 yeast 2: -12; E coli growth: 0.8; AddAB inh: 1.4; Tat transport: -3; MOR-DOR inv ag: 3; PKA-R1A activ: 2; PKA-R2B act: 1; OPRM1-OPRD1 ag: -0.5; HTR5A inv ctr: 9; Mot1-301 SUMO: -8; phage Ecoli inh: 2.7

What do the screens show for `O=C(CSCc1ccccc1Cl)NN=C1CCCCCC1`?
PfHsp90 yeast 2: -7; E coli growth: -2.1; AddAB inh: -0.4; Tat transport: -13; MOR-DOR inv ag: -1; PKA-R1A activ: -5; PKA-R2B act: -8; OPRM1-OPRD1 ag: 0.2; HTR5A inv ctr: -5; Mot1-301 SUMO: 5; phage Ecoli inh: 3.1

Results for CCCCCCc1ccc(N2C[C@H](C)[C@@H](CC(=O)NCc3ccccc3)C2=O)cc1 ?
PfHsp90 yeast 2: -11; E coli growth: -0.3; AddAB inh: 1.3; Tat transport: 3; MOR-DOR inv ag: -7; PKA-R1A activ: 2; PKA-R2B act: -2; OPRM1-OPRD1 ag: 1.2; HTR5A inv ctr: -12; Mot1-301 SUMO: 360; phage Ecoli inh: 2.4

Results for O=C(CCCn1c(=O)[nH]c2ccsc2c1=O)N1CCCCC1 ?
PfHsp90 yeast 2: 20; E coli growth: -0.8; AddAB inh: -0.7; Tat transport: inconclusive; MOR-DOR inv ag: 8; PKA-R1A activ: -4; PKA-R2B act: 10; OPRM1-OPRD1 ag: -1.2; HTR5A inv ctr: -11; Mot1-301 SUMO: -1; phage Ecoli inh: 4.1

How did CCS(=O)(=O)N1Cc2ccccc2CC1C(=O)NCCc1ccccc1 (centres undefined) do in these assays?
PfHsp90 yeast 2: -9; E coli growth: -1.4; AddAB inh: -2.1; Tat transport: 2; MOR-DOR inv ag: -5; PKA-R1A activ: 8; PKA-R2B act: -2; OPRM1-OPRD1 ag: 1.1; HTR5A inv ctr: -2; Mot1-301 SUMO: 106; phage Ecoli inh: -0.4

What do the screens show for `Cc1sc(NC(=O)CN(Cc2ccccc2)C(=O)C2CC2)c(C(N)=O)c1C`?
PfHsp90 yeast 2: 0; E coli growth: 0.0; AddAB inh: 4.2; Tat transport: 3; MOR-DOR inv ag: 9; PKA-R1A activ: 3; PKA-R2B act: -6; OPRM1-OPRD1 ag: -1.7; HTR5A inv ctr: -18; Mot1-301 SUMO: 3; phage Ecoli inh: 2.8

How did COc1cccc(NC(=S)N(CCN(C)C)C(C)c2ccncc2)c1 (centres undefined) do in these assays?
PfHsp90 yeast 2: -24; E coli growth: 3.6; AddAB inh: 1.6; Tat transport: -12; MOR-DOR inv ag: 19; PKA-R1A activ: -18; PKA-R2B act: -10; OPRM1-OPRD1 ag: -3.5; HTR5A inv ctr: -8; Mot1-301 SUMO: -9; phage Ecoli inh: 0.6

How did CCOC(=O)C1(Cc2ccccc2)CCCN(Cc2ccc(OCC)c(CO)c2)C1 (centres undefined) do in these assays?
PfHsp90 yeast 2: 3; E coli growth: 2.9; AddAB inh: -0.7; Tat transport: -2; MOR-DOR inv ag: 6; PKA-R1A activ: -5; PKA-R2B act: -10; OPRM1-OPRD1 ag: -1.1; HTR5A inv ctr: 10; Mot1-301 SUMO: -15; phage Ecoli inh: 2.1

What do the screens show for `CCCc1nnc(NC(=O)CCC(=O)NCCc2ccc(OC)c(OC)c2)s1`?
PfHsp90 yeast 2: 9; E coli growth: -0.6; AddAB inh: -1.4; Tat transport: -6; MOR-DOR inv ag: 10; PKA-R1A activ: -7; PKA-R2B act: 2; OPRM1-OPRD1 ag: -2.0; HTR5A inv ctr: -5; phage Ecoli inh: 0.8

How did Cc1ccc(CNC(=O)CSc2nc(N3CCCCC3)nc(N3CCCCC3)n2)cc1 do in these assays?
PfHsp90 yeast 2: -17; E coli growth: 0.9; AddAB inh: 1.9; Tat transport: -1; MOR-DOR inv ag: -12; PKA-R1A activ: 7; PKA-R2B act: 3; OPRM1-OPRD1 ag: 3.0; HTR5A inv ctr: 5; Mot1-301 SUMO: 3; phage Ecoli inh: 3.5

What do the screens show for `COc1ccc(Nc2nc(CC(C)=O)ns2)cc1`?
PfHsp90 yeast 2: 4; E coli growth: 2.2; AddAB inh: 0.2; Tat transport: -5; MOR-DOR inv ag: 10; PKA-R1A activ: -3; PKA-R2B act: -16; OPRM1-OPRD1 ag: -1.8; HTR5A inv ctr: 7; Mot1-301 SUMO: 12; phage Ecoli inh: 1.0

How did COc1cc(CNCc2cccs2)ccc1OCc1ccccc1 do in these assays?
PfHsp90 yeast 2: 7; E coli growth: -1.6; AddAB inh: 1.6; Tat transport: -3; MOR-DOR inv ag: -49; PKA-R1A activ: -4; PKA-R2B act: -1; OPRM1-OPRD1 ag: 8.5; HTR5A inv ctr: -18; Mot1-301 SUMO: 0; phage Ecoli inh: 4.8

How did CCNC(=S)N1CCCCC1CO (centres undefined) do in these assays?
PfHsp90 yeast 2: 13; E coli growth: 0.7; AddAB inh: 1.0; Tat transport: 5; MOR-DOR inv ag: 11; PKA-R1A activ: -12; PKA-R2B act: 6; OPRM1-OPRD1 ag: -2.0; HTR5A inv ctr: -15; phage Ecoli inh: 0.6

How did O=C(/C=C/c1ccc([N+](=O)[O-])cc1)Nc1ncc([N+](=O)[O-])s1 do in these assays?
PfHsp90 yeast 2: -26; Tat transport: -6; MOR-DOR inv ag: -8; PKA-R1A activ: 3; PKA-R2B act: 11; OPRM1-OPRD1 ag: 1.6; HTR5A inv ctr: -8; phage Ecoli inh: 2.0

What do the screens show for `COc1ccc(-c2cn3c(C)c(C(=O)N4CCCc5ccccc54)sc3n2)cc1`?
PfHsp90 yeast 2: -17; E coli growth: -0.9; AddAB inh: -0.8; Tat transport: 4; MOR-DOR inv ag: -3; PKA-R1A activ: 7; PKA-R2B act: -3; OPRM1-OPRD1 ag: 0.6; HTR5A inv ctr: -28; Mot1-301 SUMO: 18; phage Ecoli inh: -0.9

Results for CC(C)(C)OC(=O)C[C@H]1C/C=C\C[C@H](CC(=O)NCCO)C(=O)N[C@@H](c2ccccc2)COC1=O ?
PfHsp90 yeast 2: 5; E coli growth: 0.9; AddAB inh: 5.0; Tat transport: 6; MOR-DOR inv ag: 0; PKA-R1A activ: -3; PKA-R2B act: 9; OPRM1-OPRD1 ag: 0.0; HTR5A inv ctr: 11; Mot1-301 SUMO: 0; phage Ecoli inh: 4.0

How did CCC(=O)N1CC2(c3ccccc3)CN(C(=O)CC)CC(c3ccccc3)(C1)C2=O do in these assays?
PfHsp90 yeast 2: -58; E coli growth: 0.7; AddAB inh: -0.5; Tat transport: 0; MOR-DOR inv ag: 5; PKA-R1A activ: 2; PKA-R2B act: 3; OPRM1-OPRD1 ag: -0.9; HTR5A inv ctr: -8; Mot1-301 SUMO: -25; phage Ecoli inh: -4.0

Results for C/C(=N\NC(=O)c1nc2ccccn2c1C)c1cccc([N+](=O)[O-])c1 ?
E coli growth: -0.3; AddAB inh: -0.6; Tat transport: -6; MOR-DOR inv ag: 10; PKA-R1A activ: -1; PKA-R2B act: 12; OPRM1-OPRD1 ag: -2.0; HTR5A inv ctr: 6; Mot1-301 SUMO: 15; phage Ecoli inh: 3.7

How did CC(=O)c1cccc(OCc2cc(C(=O)N(C)CCc3ccccn3)no2)c1 do in these assays?
PfHsp90 yeast 2: -6; E coli growth: 1.3; AddAB inh: 2.1; Tat transport: 0; MOR-DOR inv ag: 17; PKA-R1A activ: 0; PKA-R2B act: -1; OPRM1-OPRD1 ag: -3.0; HTR5A inv ctr: 4; Mot1-301 SUMO: 14; phage Ecoli inh: 0.9

What do the screens show for `O=C(NCC1OCCCN1S(=O)(=O)c1cc(F)ccc1F)C(=O)NC1CCCC1` (centres undefined)?
PfHsp90 yeast 2: 2; E coli growth: 1.9; AddAB inh: -0.3; Tat transport: -14; MOR-DOR inv ag: 6; PKA-R1A activ: 0; PKA-R2B act: 14; OPRM1-OPRD1 ag: -1.1; HTR5A inv ctr: 6; Mot1-301 SUMO: -3; phage Ecoli inh: 1.1
